TbREL1 primary – TbREL1 RNA ligase inhibitors, primary screen, biochemical, FRET fluorescence | TbREL1 RNA ligation | inhibition, % at 9.66 µM | actives 0.49% (n = 89,000) | RNA-editing ligase 1, mitochondrial (Trypanosoma brucei brucei), P86926 | AID 1117264, 2014;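 active = inhibition above the mean inhibition across all screened compounds plus 3 SD, cut at about 11% in these data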;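 note: 0% = plate median of test wells and 100% = NSC42067 control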
Target sequence (P86926 whole entry, looked up): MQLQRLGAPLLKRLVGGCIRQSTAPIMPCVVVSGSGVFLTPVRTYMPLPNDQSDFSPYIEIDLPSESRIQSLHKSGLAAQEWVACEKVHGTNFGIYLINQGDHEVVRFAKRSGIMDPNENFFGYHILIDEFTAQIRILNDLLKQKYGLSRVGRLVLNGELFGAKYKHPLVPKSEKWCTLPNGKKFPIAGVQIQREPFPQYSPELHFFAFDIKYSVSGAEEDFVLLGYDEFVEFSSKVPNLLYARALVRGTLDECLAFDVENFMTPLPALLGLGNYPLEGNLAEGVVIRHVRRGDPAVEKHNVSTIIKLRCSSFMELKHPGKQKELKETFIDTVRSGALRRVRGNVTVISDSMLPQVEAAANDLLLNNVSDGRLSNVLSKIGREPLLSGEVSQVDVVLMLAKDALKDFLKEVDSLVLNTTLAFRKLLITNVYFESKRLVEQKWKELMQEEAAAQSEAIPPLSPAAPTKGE
Active calls of the source: *. A portion of the library (hit frequency here may not be typical).

SMILES	TbREL1 primary
CCOC(=O)c1c(NC(=S)Nc2ccc(F)cc2)sc2c1CCC2	-2
Cc1sc(NC(=O)CN2CCN(c3ccccn3)CC2)c(C#N)c1C	-4
Cc1ccc(C)c(NC2=NC3(CCCCC3)N=C(N)N2)c1	0
CN(Cc1nnc(SCC(=O)NCCc2ccccc2)n1C)S(=O)(=O)c1ccccc1	-1
CC(C)c1cc(CNC(=O)c2cc(COc3cncc(Cl)c3)on2)on1	4
COc1ccc(C(=O)Nc2ccc(S(=O)(=O)Nc3cnc4ccccc4n3)cc2)cc1	6
COc1cc(CNc2ccc3[nH]c(=O)[nH]c3c2)ccc1OCc1ccccc1	3
COc1ccc([N+](=O)[O-])cc1N(CC(=O)NCC1CCCO1)S(C)(=O)=O (configuration not stated)	0
CCOC(=O)c1c(C)n(C)c2cc([N+](=O)[O-])c(O)c([N+](=O)[O-])c12	11*
Cc1ccc2c(c1)c1c3n2CCN=C3CCC1	-1
C#CCSC1=C(C#N)C(c2cccs2)C(C(=O)OCC)=C(C)N1 (configuration not stated)	-2
CC(OC(=O)Cc1ccc(Br)cc1)C(=O)NC1CCCCC1C (configuration not stated)	-1
CCCCNC(=O)C[C@@H]1C[C@@]2(C(=O)OC)CCCCC=C2N(CCC2=CCCCC2)C1=O	-3
CCNc1nc(OCC)nc(N2CCC(Cc3ccccc3)CC2)n1	-1
Cc1ccc(-c2nc3c(c(=O)c4ccccc4n3C)c(=O)n2Cc2ccco2)cc1	5
Cc1ccccc1Cn1c(C)c(C(=O)NCCC#N)sc1=O	-1
Cc1ccc(S(=O)(=O)N2CCOCC2)cc1NC(=O)COC(=O)COc1ccc(C#N)cc1	2
CC[C@H](CO)Nc1nc(Nc2cccc(Cl)c2)c2ncn(C(C)C)c2n1	-2
CC(=O)c1sc(NC(=O)CN2C(=O)C3CCCCC3C2=O)nc1-c1ccccc1 (configuration not stated)	-3
CSC1=NCCN1C(=O)c1ccc(S(=O)(=O)N(C)C)cc1	-2
Brc1ccc2ncnc(NCc3cccnc3)c2c1	0
Cc1c(/C=N/NC(=O)CNc2ccccc2)c2ccccn2c1C(=O)c1ccc(Cl)cc1	4
CC(C)CN(C(=O)COC(=O)C12CC3CC(CC(O)(C3)C1)C2)C1CCS(=O)(=O)C1 (configuration not stated)	0
Cc1cc(-c2ccc(NS(=O)(=O)c3ccccc3)c(C)c2)ccc1NS(=O)(=O)c1ccccc1	11
CCCCCCn1c(-c2ccc(Cl)cc2Cl)csc1=Nc1ccccc1	0

Entries shown so far with a nitro group on carbon:
SMILES	TbREL1 primary
COc1ccc([N+](=O)[O-])cc1N(CC(=O)NCC1CCCO1)S(C)(=O)=O (configuration not stated)	0
CCOC(=O)c1c(C)n(C)c2cc([N+](=O)[O-])c(O)c([N+](=O)[O-])c12	11*

Rewritten bar-delimited: entries from further up.
smiles | TbREL1 primary
Cc1ccc2c(c1)c1c3n2CCN=C3CCC1 | -1
CN(Cc1nnc(SCC(=O)NCCc2ccccc2)n1C)S(=O)(=O)c1ccccc1 | -1
Cc1ccc(S(=O)(=O)N2CCOCC2)cc1NC(=O)COC(=O)COc1ccc(C#N)cc1 | 2
CCCCNC(=O)C[C@@H]1C[C@@]2(C(=O)OC)CCCCC=C2N(CCC2=CCCCC2)C1=O | -3
CCNc1nc(OCC)nc(N2CCC(Cc3ccccc3)CC2)n1 | -1

(further entries)
SMILES	TbREL1 primary
COCCCNC(=O)c1cc(Cc2ccccc2)sc1N	2
CCN(CCCNC(=O)c1[nH]c(C)c(C(C)=O)c1C)c1ccccc1	-3
CC(C)CC(=O)N1CCC(O)(CS(=O)(=O)c2ccc(Cl)c(Cl)c2)CC1	-1
CN(C(=O)CCc1nnc(Cc2ccc(-c3ccccc3)cc2)o1)C1CCOCC1	0
O=C(OCc1ccccc1)N1CCC2CC1c1cc(N3CCN(S(=O)(=O)c4cc(Cl)cc(Cl)c4)CC3)ccc12 (configuration not stated)	-1
O=C(Nc1nnc(S(=O)(=O)N2CCCC2)s1)c1ccccc1F	-1
COC(=O)[C@H]1C[C@]2(C/C=C(\C)CCC=C(C)C)c3ccccc3N[C@H]2N1	-4
O=C(NC(=S)Nc1ccc2oc(=O)ccc2c1)c1cc2ccccc2o1	-1
COc1ccc(SCC(=O)Nc2ccccc2Cl)cc1	0
Cn1ccnc1SCC(=O)Nc1ccc2c(c1)OCCO2	2
CCOC(=O)N(C)c1c(CC)nc2c(OCc3cccc(Cl)c3)cccn12	-4
COc1ccc(OCC(=O)NNc2c3ccccc3nc3ccccc23)cc1	-4
CN(C)c1ccc(C(O)P(=O)(OC2CCCCC2)OC2CCCCC2)cc1 (configuration not stated)	-7
CCOCCCn1c(=N)c(S(=O)(=O)c2ccc(C)cc2)cc2c(=O)n3cc(C)ccc3nc21	5
CC(C)CNC(=O)c1ccccc1NC(=O)CSCc1ccccc1	4
CCCC(C(=O)Nc1ccncc1)c1ccccc1 (configuration not stated)	-1
O=C(CN1CCCCC1)NCC(=O)Nc1ccc(F)c(F)c1F	-2
CNC(=S)NNC(=O)c1cccn(Cc2cccc(Cl)c2)c1=O	0
O=C(NC1CCCC1)C(c1ccc(Cl)cc1)N(C(=O)c1csnn1)C1CC1 (configuration not stated)	-3
COc1ccc(-n2nc(C(=O)N(C)C3CCCCC3)c3ccccc3c2=O)c(OC)c1	3
COc1ccc2[nH]c(=S)[nH]c2c1	-5
Cc1cc(C)c2c(=O)n(-c3ccccc3)[nH]c2n1	-5
CCOC(=O)C1(C)CCCN(C(=O)c2ccc(F)cc2Cl)C1 (configuration not stated)	-1
Cc1ccc(C23CC4CC(CC(NC(=O)NC(C)(C)CO)(C4)C2)C3)cc1	0
CCN(CCO)Cc1csc2ccccc12	2

Continuation.
SMILES	TbREL1 primary
CC(C)(C)OC(=O)C[C@@H]1C/C=C\C[C@@H](CC(=O)N(CCO)Cc2ccccc2)C(=O)NC[C@@H](c2ccccc2)OC1=O	-5
CCOc1cc(N2CCOCC2)c(OCC)cc1NC(=O)c1nn(CC)c(=O)c2ccccc12	-4
O=C(O)Cc1csc(-c2cccc(Oc3ccccc3)c2)n1	-2
COc1ccccc1C(=O)NC(CCSC)C(=O)NNC(=O)c1ccccc1O (configuration not stated)	0
CCCn1c(C)cc(/C=C(\C#N)C(=O)OCC(=O)NC(=O)NCC)c1C	-7
Cc1ccc(NC(=O)Cn2nnc(-c3ccc4c(c3)OCO4)n2)cc1F	0
O=C(C1CCCN(S(=O)(=O)c2ccccc2)C1)N1CCCc2ccccc21 (configuration not stated)	6
CC1(C)CC(=O)C=C(Nc2ccccc2NC(=O)c2ccc(F)cc2F)C1	-5
COc1cccc(NC(=O)C(=O)NCCCN2CCCC2=O)c1	-2
CCOc1ccccc1N1CC(C(=O)N2CCc3ccccc3C2)CC1=O (configuration not stated)	-1
COc1cccc2cc3c(=O)oc4ccccc4c3nc12	0
CC(=O)c1cc2c(cc1NC(=O)CN1CCCCCC1)OCO2	1
CC(C)NC(=O)c1ccc2c(=O)n(C3CCCC3)c(=S)[nH]c2c1	-2
CCc1nc2cc(Cl)c(Cl)cc2[nH]1	1
COc1cc2nc(C3CCC3)n(NC(=O)c3ccco3)c(=O)c2cc1OC	1
NC(=O)C1CCN(c2nc(-c3ccc4c(c3)OCCCO4)cs2)CC1	-1
COC(=O)[C@@H]1C[C@H]2CC[C@H](O)C[C@H]2N1Cc1ccccc1OS(=O)(=O)c1ccc(C)cc1	2
COc1ccc(C(=O)NC(=S)Nc2nc(C)c(C(=O)N(C)C)s2)cc1	-4
CCOC(=O)c1[nH]c2ccc(Cl)cc2c1NC(=O)c1nonc1C	2
Nc1c(C(=O)NCc2ccccc2)c2nc3ccccc3nc2n1-c1ccc2c(c1)OCO2	0
Cc1ccc(C2=CC(c3ccccc3)n3ncnc3N2)cc1 (configuration not stated)	-4
O=C1NC(=S)N/C1=C\c1ccc(Oc2ccc(C(F)(F)F)cc2[N+](=O)[O-])c(Cl)c1	4
COc1ccc(C2C(C#N)=C(N)Oc3n[nH]c(C)c32)cc1CN1CCN(c2ccc(F)cc2)CC1 (configuration not stated)	-3
CN(C)S(=O)(=O)c1cccc(C(=O)Nc2cccnc2)c1	1
Cc1ccc(CN2Cc3cccc4c3[C@@H](CC2=O)[C@H](O)[C@H](O)C4)cc1	-4

(list continues)
SMILES	TbREL1 primary
Cc1cc(NC(=O)CSCC(=O)Nc2ccc(C)c(C)c2)no1	-2
COC(=O)[C@@H](Cc1ccccc1)NC(=O)[C@H]1O[C@@H](n2cnc3c(=O)[nH]c(N)nc32)[C@H](O)[C@@H]1O	-5
CN(C)S(=O)(=O)N1CCc2ccccc2C1	8
COc1ccc(/C=N/n2cncn2)cc1CSc1ccccn1	0
CCOC(=O)CNC(=O)CSc1ncnc2c1nnn2-c1ccc(F)cc1	1
CCOC(=O)c1ccc(NC(=O)Cn2nnc3ccccc32)cc1	-4
CC(C)Cc1c(O)nc(SCC(=O)N2CCCCCC2)[nH]c1=O	-2
Cc1cccc(NC(=O)N2C3CCCC2CC(NC(=O)C2CC2)C3)c1 (configuration not stated)	0
CCCCN1C(=O)C2NN=C(C(=O)OC)C2C1=O (configuration not stated)	1
CCOc1ccc(Cl)cc1C1=CC(=O)C[C@H](c2ccc(OC)cc2)C1	1
O=C(OCCOc1ccccc1)c1n[nH]c2ccccc12	-1
COc1ccc(/C=C/C(=O)NCC(c2ccc(F)cc2)N2CCOCC2)cc1OC (configuration not stated)	-4
COc1ccc(S(=O)(=O)N2CCN(C(=O)C3CCCCC3)CC2)cc1	-3
C=CCN(CC=C)C(=O)CN1C(=O)c2ccccc2C1=O	-3
CCCNC(=S)N1CCC(NC(=O)C23CC4CC(CC(C4)C2)C3)CC1	-2
COc1ccc([N+](=O)[O-])cc1NC(=O)CSCc1ccccc1	2
COc1cccc(N2C(=O)C(c3ccccc3)=C(c3nc4ccccc4s3)C2NC(C)=O)c1 (configuration not stated)	2
CCOC(=O)C1(Cc2ccccc2C(F)(F)F)CCN(C2CCCC2)CC1	0
Cc1ccc(C(=O)COC(=O)CCc2ccc(S(=O)(=O)N3CCCCC3)cc2)cc1	-1
CCOc1cc(C2NN=C(c3ccc(C)cc3)S2)ccc1O (configuration not stated)	0
CCCC(C)C(=O)N(Cc1ccccc1)c1ccccn1 (configuration not stated)	-2
CC(=O)Nc1cccc(NC(=O)COc2ccc3c(c2)OCO3)c1	-1
CCOC(=O)C1=C(C)N(C)C(=O)C1CC(=O)O (configuration not stated)	1
O=C(CSc1nc2ccccc2o1)NC(=O)NCc1ccco1	-2
O=C(COC(=O)c1cc(S(=O)(=O)N2CCCCC2)ccc1N1CCOCC1)c1ccc(Cl)cc1	5

Sorted by heavy-atom count (low to high): part of the list above
SMILES	TbREL1 primary
Cc1cc(NC(=O)CSCC(=O)Nc2ccc(C)c(C)c2)no1	-2
CCOc1ccc(Cl)cc1C1=CC(=O)C[C@H](c2ccc(OC)cc2)C1	1
CCOC(=O)CNC(=O)CSc1ncnc2c1nnn2-c1ccc(F)cc1	1

Other entries follow.
SMILES	TbREL1 primary
CC(C)(C)c1ccc(OCCC(=O)OCC(=O)Nc2ccc(N3CCOCC3)cc2)cc1	-1
NC(=O)c1nn(CC(=O)Nc2cccc(S(=O)(=O)N3CCCC3)c2)c(=O)c2ccccc12	8
CC1CCN(CCNC(=O)c2ccc(NC(=O)C3CCCO3)cc2)CC1 (configuration not stated)	3
O=C(CCC1CCCCC1)NNC(=O)NC12CC3CC(CC(C3)C1)C2	-3
c1ccc(Cn2nnc3c(N4CCC5(CC4)OCCO5)ncnc32)cc1	-1
COc1ccccc1N(CC(=O)NCCSCc1ccc(C)cc1)S(=O)(=O)c1ccccc1	-1
CC(C)(C)OC(=O)CNC(=O)c1nc[nH]c1C(=O)NCc1ccccc1	2
CCN(CC)CCSc1nnc2c3ccccc3n(CCc3ccccc3)c2n1	-1
O=C(NCCN1C(=O)S/C(=C\c2ccc(Cl)c(Cl)c2)C1=O)c1cnccn1	-3
O=C(NC1CCCCC1)C1CCN(C(=O)NCc2ccccc2)CC1	-1
CCN(CC)CCN(C(=O)c1ccc(C(=O)c2ccccc2)cc1)c1nc2ccc(OC)cc2s1	3
CC(=O)Nc1ccc(C(=O)OCC(=O)N(Cc2ccccc2)C(C)(C)C)cc1	-2
CCCCOC(=O)Nc1ccc(C(N)=O)cc1	-2
C[C@H]1CCC[C@@]2(O[C@H](CCO)C[C@@H](O)[C@@H]2O)O1	0
O=C(c1ccc(=O)[nH]c1)N1CCN(S(=O)(=O)c2ccccc2)CC1	4
CC[C@@H]1C=C(C(=O)O)[C@H](c2cccc(C)c2)N1S(=O)(=O)c1ccc(C)cc1	2
CCOC(=O)C1(C)CCCCN1C(=O)c1ccc(F)c(C)c1 (configuration not stated)	-2
COc1ccc(C(C(=O)NC2CCCCC2)N(Cc2ccco2)C(=O)CNC(=O)c2ccco2)cc1 (configuration not stated)	-1
O=C1COc2ccc(C(=O)c3ccccc3C(=O)NCc3ccccc3)cc2N1	1
CCOc1ccc(C(=O)NC(C(=O)NCc2ccccc2OC)C(C)C)cc1 (configuration not stated)	-4
O=C(N/N=C/c1ccccc1OC(=O)c1ccc2c(c1)OCO2)c1cccc(F)c1	6
C=CCNC(=O)c1ccc(C2SCC(=O)N2Cc2ccccc2)cc1 (configuration not stated)	7
O=C(C[C@H]1C[C@H](C(=O)N2CCOCC2)[C@@]2(CCC3CCCC3)c3[nH]c4cc(-c5ccco5)ccc4c3CCN2C1=O)NCCc1ccccn1	1
COc1ccc(S(=O)(=O)Nc2cccc3c2O[C@H](CN(C)Cc2ccncc2)[C@@H](C)CN([C@H](C)CO)C3=O)cc1	-3

Part of the list above, with bars between the fields:
Structure | TbREL1 primary
COc1ccccc1N(CC(=O)NCCSCc1ccc(C)cc1)S(=O)(=O)c1ccccc1 | -1
O=C1COc2ccc(C(=O)c3ccccc3C(=O)NCc3ccccc3)cc2N1 | 1
CC[C@@H]1C=C(C(=O)O)[C@H](c2cccc(C)c2)N1S(=O)(=O)c1ccc(C)cc1 | 2
CC(C)(C)c1ccc(OCCC(=O)OCC(=O)Nc2ccc(N3CCOCC3)cc2)cc1 | -1

Source: PubChem BioAssay
